USP1-UAF1 inh = Inhibitors of USP1/UAF1: Primary Screen | Ubiquitin carboxyl-terminal hydrolase 1 (Homo sapiens), O94782 | recombinant USP1/UAF1, Ub-Rhodamine cleavage fluorescence | Potency, µM (doses to about 57.1 µM), for inactives: at the highest dose activity change, negative = inhibition, most hits filed as inhibitors | 390,000 tested, 0.23% active | AID 743255, 2014; also: potency is read from the fitted curve at half-maximal effect; % is scaled to controls: 0 for no effect and ±100 for the full control effect; nearly all actives have a fitted effect of over 60% in size; inactives centre near -12
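1 nM enzyme complex + cpd, 15 min RT; start with Ub-Rho 150nM final; kinetic fluorescence ex 480/em 540, 6 reads q60 s. Buffer 50mM HEPES pH 7.8, 0.5mM EDTA, 0.1 mg/ml BSA, 1mM TCEP, 0.01% Tween-20.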
mIDH1 inhibitor = qHTS for Inhibitors of mutant isocitrate dehydrogenase 1 (IDH1): qHTS; IDH1-R132H enzyme, NADPH consumption, diaphorase/resazurin fluorescence; Potency, µM (titrated, usually from 76.6 µM), inactives show at the highest dose activity change, negative = inhibition, hits mostly inhibitors; 390,000 tested, 0.093% active; AID 602179, 2012; also: potency is read from the fitted curve at half-maximal effect; % is scaled to controls: 0 for no effect and ±100 for the full control effect; nearly all actives have a fitted effect of over 65% in size
Target sequence (O75874 whole entry R132H, stated change not applied): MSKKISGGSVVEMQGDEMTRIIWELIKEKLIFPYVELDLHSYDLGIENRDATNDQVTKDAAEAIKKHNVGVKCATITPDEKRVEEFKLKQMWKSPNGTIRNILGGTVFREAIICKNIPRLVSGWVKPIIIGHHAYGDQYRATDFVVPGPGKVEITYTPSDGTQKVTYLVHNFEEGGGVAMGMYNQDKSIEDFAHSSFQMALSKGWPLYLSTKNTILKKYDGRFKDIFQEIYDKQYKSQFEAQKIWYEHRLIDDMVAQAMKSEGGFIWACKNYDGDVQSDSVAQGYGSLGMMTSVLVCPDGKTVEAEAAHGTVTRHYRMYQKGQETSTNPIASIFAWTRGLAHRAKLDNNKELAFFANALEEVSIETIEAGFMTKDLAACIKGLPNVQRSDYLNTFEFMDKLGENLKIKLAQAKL
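IDH1-R132H (0.5 ug/mL dispensed) in pH 7.5 Tris buffer was preincubated 30 min with compound, then given a substrate mix of 0.016 mM NADPH and 2 mM alpha-KG for 80 min at room temperature; remaining NADPH was read by diaphorase/resazurin fluorescence.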
rTrxR1 inhibitor = qHTS Assay for Inhibitors of Mammalian Selenoprotein Thioredoxin Reductase 1 (TrxR1): qHTS. Thioredoxin reductase 1, cytoplasmic (Rattus norvegicus), O89049. recombinant rTrxR1, NADPH fluorescence consumption, selenite substrate. Potency, µM (doses to about 114 µM), for the others: at the highest dose activity change, negative = inhibition, most hits filed as inhibitors. 390,000 tested, 1% active. AID 588453, 2011; also: potency is read from the fitted curve at half-maximal effect; % is scaled to controls: 0 for no effect and ±100 for the full control effect; nearly all actives have a fitted effect of over 65% in size
Target sequence (O89049 whole entry, looked up): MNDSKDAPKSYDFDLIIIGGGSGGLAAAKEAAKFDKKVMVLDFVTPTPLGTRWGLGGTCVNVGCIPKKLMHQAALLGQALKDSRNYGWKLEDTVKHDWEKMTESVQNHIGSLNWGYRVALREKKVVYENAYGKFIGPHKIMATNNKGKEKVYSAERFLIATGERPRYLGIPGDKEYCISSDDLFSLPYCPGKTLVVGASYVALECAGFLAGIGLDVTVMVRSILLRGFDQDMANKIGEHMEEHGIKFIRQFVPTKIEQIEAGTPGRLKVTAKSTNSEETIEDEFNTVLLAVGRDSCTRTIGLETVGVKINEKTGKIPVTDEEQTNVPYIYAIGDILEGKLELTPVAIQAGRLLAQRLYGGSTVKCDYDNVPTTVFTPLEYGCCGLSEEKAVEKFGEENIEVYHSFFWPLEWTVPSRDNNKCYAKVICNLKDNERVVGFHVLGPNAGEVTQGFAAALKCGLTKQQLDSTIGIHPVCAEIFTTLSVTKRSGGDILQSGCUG
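Rat TrxR1 (90 nM in the dispensed reagent) was pre-reduced with 400 uM NADPH for 5 min at room temperature, then incubated with compound for 15 min. After 400 uM selenite was added, NADPH fluorescence (Ex 340/Em 450 nm) was followed for 8 min.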
TrxR1 substrate = qHTS Assay for Substrates of Mammalian Selenoprotein Thioredoxin Reductase 1 (TrxR1): qHTS. 390,000 tested, 0.01% active. Thioredoxin reductase 1, cytoplasmic (Rattus norvegicus), O89049. purified TrxR1 substrate turnover, NADPH consumption readout. Potency, µM (titrated, usually from 114 µM), for the others: at the top dose activity change, negative = substrate turnover; also: potency is read from the fitted curve at half-maximal effect; % is scaled to controls: 0 for no effect and ±100 for the full control effect; nearly all actives have a fitted effect of over 50% in size
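Rat TrxR1, dispensed at 90 nM, was prereduced with 400 uM NADPH (final) for 5 min at ~22 deg C, then incubated with compound 15 min before 400 uM selenite. A first-read NADPH fluorescence drop versus no-compound background flagged substrates.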
LDHA inh = qHTS assay for inhibitors of human lactate dehydrogenase. L-lactate dehydrogenase A chain (Homo sapiens), P00338. activity change, % (values are at about 110 or 230 µM). 480,000 tested, 0.15% active. purified LDHA, NADH/diaphorase-resazurin fluorescence; stronger effect = lower value; in the data active = activity change below about -30%; inconclusive = mostly about -25% to -30%;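 also: plate controls were DMSO wells for no effect and wells without enzyme for full effect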
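Resorufin fluorescence (ex540/em590), read at 0 and 20 min after diaphorase/resazurin addition, reports the NADH left after a 5 min room-temperature reaction of 2 nM human LDH5 with 0.06 mM NADH and 0.2 mM pyruvate.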
Glioma ERSR ind = qHTS for Inducers of the Endoplasmic Reticulum Stress Response (ERSR) in Human Glioma: qHTS. U87-MG GRP78 promoter luciferase reporter, 16 h. Potency, µM, for inactives: at the top dose activation, hits mostly activators. 420,000 tested, 0.02% active; also: potency is read from the fitted curve at half-maximal effect; series mostly up to about 76 µM; % of control where 0% means no effect; nearly all actives have a fitted effect of over 35% in size
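Stably transfected U87-MG glioma cells carrying a GRP78-based luciferase sensor; 16 h compound incubation. Luminescence end-point read 10 min after Bright-Glo addition at room temperature.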
Vif-A3G inh = qHTS for Inhibitors of Vif-A3G Interactions: qHTS. HeLa A3G-eYFP + Vif (tagged APOBEC3G with the HIV-1 protein that degrades it), YFP fluorescence, overnight. Potency, µM (highest dose often 46.1 µM), for the others: at the highest dose activity, negative = active, usual class: inhibitors. 410,000 tested, 0.076% active;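 also: potency is read from the fitted curve at half-maximal effect; % is scaled to controls: 0 for no effect and ±100 for the full control effect; nearly all actives have a fitted effect of over 60% in size; hits raise eYFP signal because A3G escapes Vif-driven loss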
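Read-out is eYFP fluorescence (Ex 488/Em 500-530) from Vif-expressing HeLa A3G-eYFP cells; more signal means A3G escaped Vif-mediated degradation. Cells plated overnight, compound pinned in, incubated overnight at 37 deg C.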
RGS4 inhibitor = Inhibitors of Regulator of G Protein Signaling (RGS) 4: qHTS; Regulator of G-protein signaling 4 (Homo sapiens), P49798; Transcreener GDP fluorescence polarization, RGS4-accelerated GTP hydrolysis; Potency, µM (top dose mostly 114 µM), for the others: top-dose activity change, negative = inhibition, hits mostly inhibitors; 390,000 tested, 0.039% active; AID 504845, 2011; also: potency is read from the fitted curve at half-maximal effect; % is scaled to controls: 0 for no effect and ±100 for the full control effect; nearly all actives have a fitted effect of over 75% in size; some results filed as inactive show a strong effect at the top dose
Target sequence (P49798 whole entry, looked up): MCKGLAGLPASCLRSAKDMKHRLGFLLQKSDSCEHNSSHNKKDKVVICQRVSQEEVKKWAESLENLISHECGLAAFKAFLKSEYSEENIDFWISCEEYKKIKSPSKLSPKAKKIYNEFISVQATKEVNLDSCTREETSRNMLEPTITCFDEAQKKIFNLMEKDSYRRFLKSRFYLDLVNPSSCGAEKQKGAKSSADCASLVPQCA
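MLSMR compounds (23 nl, pin-transferred) preincubated 10 min at room temperature with a 500nM (2x) first reagent, then RGS4 at 900nM (2x) plus Transcreener GDP mix added; fluorescence polarization (620/688 nm) read before and after 90 min at 30 °C.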
Vif-APOBEC3F blk = qHTS for Inhibitors of Vif-A3F Interactions: qHTS | HeLa A3F-eYFP + Vif (tagged APOBEC3F with the HIV-1 protein that degrades it), YFP fluorescence increase | Potency, µM (series often up to 46.1 µM), without a hit: top-dose activity, negative = active | 390,000 tested, 0.2% active | AID 602313, 2012; also: potency is read from the fitted curve at half-maximal effect; % of control where 0% means no effect; nearly all actives have a fitted effect of over 65% in size
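Fluorescence increase (Ex 488/Em 500-530) after overnight compound treatment at 37 deg C flags inhibition of Vif-driven A3F-eYFP loss in stable HeLa A3F-eYFP/Vif cells seeded overnight beforehand.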
Starred values were filed as active, the others as inactive; ? = inconclusive; . = not tested or not shown; & = joins results of further samples; [ ] = remark or other dose. Unless noted, calls follow the shape of the dose curve; as a rule, active = well fitted curve in the direction sought with a large enough effect; inconclusive = small, poorly fitted or top-dose-only effect, or another doubt; inactive = no such curve, though single readings can be large; an effect the other way counts as inactive or inconclusive. An excerpt; count on the stated rates, not on these rows.

Molecule,USP1-UAF1 inh,mIDH1 inhibitor,rTrxR1 inhibitor,TrxR1 substrate,LDHA inh,Glioma ERSR ind,Vif-A3G inh,RGS4 inhibitor,Vif-APOBEC3F blk
Cc1ccc(Cn2c3ccccc3c3cn[nH]c(=O)c32)cc1,8.4%,-1.6%,27.2%,2.2%,-4.7,-3.1%,-1.8%,-4.8%,-3.6%
COc1cc(OC)c(NC(=O)c2cncn2-c2ccc(F)cc2)cc1Cl,-5.9%,0.0%,24.6%,0.7%,-6.2,-1.8%,-8.4%,-15.4%,-7.1%
CCC(C)NC(=O)CCn1c(-c2ccccc2)cc(C(C)=O)c1C (stereo unspecified),-8.1%,8.3%,2.2%,-4.5%,-8.7,-2.0%,2.0%,-7.6%,-7.4%
Cc1ccc(C(=O)NC(=O)OCCn2c(C)cnc2[N+](=O)[O-])cc1,-5.7%,-5.1%,8.9%[57.1 µM],-1.3%[57.1 µM],-1.2,-4.2%,-0.2%,-52.7%,-2.6%
Cc1cc(=O)n(Cc2ccccc2)c2c1c(C)nn2C,-3.2%,25.7%,7.6%[57.1 µM],0.9%[57.1 µM],1.8,-2.3%,-0.8%,2.1%,2.5%
Cc1ccc(C)c(NC(=O)Cn2nnc(-c3ccc(N4CCOCC4)cc3)n2)c1,-8.6%,-7.0%,36.0%[activator],24.5%,0.9,2.2%,-4.4%,2.6%,-3.0%
O=C(OCC(=O)N1c2ccccc2Sc2ccccc21)c1ccc[n+]([O-])c1,-3.9%,-9.8%,-5.8%,-5.3%,-22.6,-2.2%,2.9%,1.9%,8.2%
FC(F)(F)c1cc(-c2ccco2)nc(NCc2ccc(Cl)cc2)n1,-17.0%,5.4%,?,7.2%[57.1 µM],-2.6,-5.8%,-9.9%,-0.8%,?
O=C(CSc1ccc(Br)cc1)NCC1(N2CCCCC2)CCCCC1,-8.0%,3.4%,2.6%,4.5%,-2.5,-0.8%,-6.1%,8.9%,-20.7%
Cc1cc(C)n2nc(SCc3nnc(-c4ccccc4Br)o3)nc2n1,-7.0%,-5.8%,12.5%[57.1 µM],10.7%[57.1 µM],-4.8,-1.7%,0.2%,11.1%,1.8%
CCOc1cccc(OCCCn2c(-c3ccc(Br)cc3)nc3ccccc3c2=O)c1,-16.1%,-8.8%,18.5%,1.2%,-20.4,-1.3%,4.7%,5.2%,-8.4%
Cc1cccc(C(=O)/C=C2/c3ccccc3CC(C)(C)N2C)c1,-12.0%,2.5%,-6.4%,-7.8%,2.5,-5.0%,3.7%,-9.6%,3.2%
Cn1ncc(S(=O)(=O)Cc2ccccc2)c(Cl)c1=O,-18.5%,16.0%,1.12µM*,10.0%[57.1 µM],-7.1,-0.5%,-2.4%,-17.5%,-3.6%
CCN(CCCNC(=O)c1cc2cc3ccc(OC)cc3nc2s1)c1ccccc1,-20.9%,-3.8%,13.1%,4.8%,-3.2,-0.3%,-15.8%,-50.3%,-3.4%
COc1ccc(OCC(=O)Nc2ccccc2C(=O)N2CCOCC2)cc1,-18.5%,1.8%,21.4%,8.1%[57.1 µM],-4.3,-5.1%,-5.9%,-9.8%,-8.3%
CCOC(=O)C(Cc1ccccc1)NC(=O)Cn1nnc(-c2ccccc2)n1 (stereo unspecified),5.3%,3.8%,10.1%,3.6%,-4.3,8.0%,-5.2%,8.5%,-8.2%
COc1ccc(/C=N/NC(=O)Cc2cc(OC)c(OC)cc2[N+](=O)[O-])cc1,-2.3%,-1.5%,-0.6%,-6.3%,-0.1,-2.4%,-1.8%,-1.0%,-3.7%
COc1cc(/C=N/NC(=O)CNS(=O)(=O)c2ccc(C)cc2)cc(OC)c1OC,-3.0%,3.2%,4.7%[57.1 µM],4.6%[57.1 µM],-0.4,-2.9%,-0.9%,-18.1%,3.7%
O=C(Nc1ccc(Cl)cc1)Nc1ccc(N2CCOCC2)cc1,-11.6%,3.9%,19.6%[57.1 µM],9.7%[57.1 µM],8.5,3.0%,-1.0%,-11.8%,-2.9%
CC1CCc2sc(C(=O)NCC(c3ccco3)N3CCCCC3)cc2C1 (stereo unspecified),-14.3%,8.6%,-6.4%,-1.8%,0.4,-5.4%,-10.9%,1.2%,-9.5%

New compounds follow:
Molecule,USP1-UAF1 inh,mIDH1 inhibitor,rTrxR1 inhibitor,TrxR1 substrate,LDHA inh,Glioma ERSR ind,Vif-A3G inh,RGS4 inhibitor,Vif-APOBEC3F blk
CC(=O)Nc1ccccc1C(=O)C(=O)Nc1cccc(C(=O)N2CC(C)CC(C)C2)c1 (stereo unspecified),-17.0%,-3.9%,-1.0%[57.1 µM],-5.3%[57.1 µM],-0.1,-8.5%,-21.1%,-10.9%,-21.5%
CCOc1ccccc1NC(=O)CSc1nnnn1C1CCCC1,-2.0%,6.0%,20.7%,2.9%,-2.4,-0.2%,-0.8%,3.6%,-3.6%
COc1ccc(-n2c(SCC(=O)Nc3ccccc3)nnc2-c2ccc(NS(=O)(=O)c3ccc(C)cc3)cc2)cc1,-12.9%,4.2%,9.3%,-3.1%,-9.0,-6.3%,?,-24.5%,-13.1%
CCOc1cc(C=O)cc(N=Nc2cccc([N+](=O)[O-])c2)c1O,-18.4%,-4.1%,?,-21.4%,-3.6,-1.8%,-6.1%,3.8%,-5.8%
CCOC(=O)C1CCC(C(=O)OCC)N1c1ccc(C=O)cc1 (stereo unspecified),-7.1%,-0.7%,.,.,-6.5,-1.8%,-6.0%,.,0.0%
COc1cccc2cc3c(=O)n(-c4ccccc4)nc-3oc12,-25.5%,12.4%,16.6%,2.0%,-2.4,-3.4%,3.3%,?,-5.9%
CCC(C(=O)OCn1nnc2ccccc2c1=O)c1ccccc1 (stereo unspecified),-19.3%,4.6%,17.7%[57.1 µM],3.1%[57.1 µM],0.9,-6.2%,-3.5%,-19.5%,-23.1%
CC(C)c1ccc(NC(=O)c2cccnc2)cc1,?,4.1%,15.8%,-6.9%,1.0,2.6%,-0.2%,-7.6%,-2.0%
O=c1ccnc(Nc2ccc(Cl)cc2)[nH]1,-19.1%,1.3%,10.5%,2.2%,2.1,1.3%,-4.4%,9.4%,3.9%
Cc1ccc(/C=N/Nc2cccc(C(=O)O)c2)s1,-16.9%,2.6%,-25.6%,-16.9%,-4.4,-13.5%,2.0%,-35.4%,0.4%
CCNC(=O)Cn1cnc2c1c(=O)n(C)c(=O)n2C,5.9%,4.5%,12.2%,2.9%,1.1,-0.8%,-0.2%,3.5%,4.7%
O=C(CNC(=O)c1ccccc1F)NCc1ccccn1,-20.6%,-8.5%,18.2%,5.1%,-3.7,-2.0%,0.0%,-8.5%,-5.7%
O=C(Cn1nnc2sc(-c3ccccc3)cc2c1=O)Nc1cccc(C(F)(F)F)c1,-13.6%,.,-2.1%,0.5%,2.1,.,.,-7.0%,.
COCCn1c(-c2ccc(OC)cc2)cnc1SCC(=O)Nc1ccc(OC)cc1OC,-7.9%,4.0%,18.8%,6.0%,-10.9,-2.5%,-0.5%,4.5%,5.4%
Cn1cc([N+](=O)[O-])c(C(=O)N/N=C\c2c[nH]c3ccccc23)n1,-12.8%,-3.4%,10.4%,-9.0%,-4.1,-1.0%,-9.7%,2.5%,-6.0%
COc1cccc(CSCC(=O)NCCc2ccccc2)c1OC,-11.2%,-7.3%,0.1%[57.1 µM],2.0%[57.1 µM],-8.0,5.2%,-9.7%,11.5%,2.1%
O=C(OCC(=O)N1CCOCC1)c1ccc2c(c1)OCCO2,-15.5%,3.8%,6.4%,0.3%,-1.8,1.8%,4.0%,-2.2%,-1.3%
Cc1ccc(S(=O)(=O)NN=C2C3CC4CC(C3)CC2C4)cc1[N+](=O)[O-],-2.7%,4.9%,15.2%,4.7%,-3.7,-5.0%,-0.4%,-22.5%,5.2%
CS(=O)(=O)Cc1ccc(C(=O)NC(c2ccccc2)c2ccccc2)cc1,8.8%,-0.6%,12.6%,-3.7%,-5.6,-2.2%,-2.6%,13.8%,3.7%
COC(=O)Cc1csc(N)n1,-6.9%&4.1%,6.1%&1.0%,3.5%&-3.4%,-5.0%&-7.9%,-1.1&-8.7,-5.7%&-4.2%,3.4%&-1.0%,-3.9%&14.7%,-7.3%&-1.7%
CCn1nc(-c2ccccc2C)nc2c(=O)n(C)c(=O)nc1-2,.,.,?,14.1µM*,24.2,-8.7%,-14.0%,-39.9%,.
COc1ccc(OC)c(C2=NOC(C(=O)N3CCCc4ccccc43)C2)c1 (stereo unspecified),-13.0%,-3.4%,1.0%,-3.5%,-13.6,2.9%,-1.1%,6.7%,-1.5%
COc1ccc(N(CC(=O)N/N=C(\C)CCc2ccccc2)S(=O)(=O)c2ccc(C)cc2)cc1,-8.7%,10.2%,8.0%,2.3%,-3.5,-3.4%,1.2%,7.1%,-2.3%
